Screening results deposited in PubChem by National Center for Advancing Translational Sciences (NCATS).
HADH2 inhib – inhibitors of human HADH2 dehydrogenase; Q99714; recombinant HADH2, NADH fluorescence, beta-hydroxybutyryl-CoA; Potency, µM (highest dose often 57.1 µM), inactives show at the top dose activity change, negative = inhibition, most hits filed as inhibitors; 3.4% of 73,000 active; AID 886; also: potency is read from the fitted curve at half-maximal effect; % is scaled to controls: 0 for no effect and ±100 for the full control effect; nearly all actives have a fitted effect of over 60% in size; many of its hits are not listed in these tables
Target sequence (Q99714 whole entry, looked up, one chain of several): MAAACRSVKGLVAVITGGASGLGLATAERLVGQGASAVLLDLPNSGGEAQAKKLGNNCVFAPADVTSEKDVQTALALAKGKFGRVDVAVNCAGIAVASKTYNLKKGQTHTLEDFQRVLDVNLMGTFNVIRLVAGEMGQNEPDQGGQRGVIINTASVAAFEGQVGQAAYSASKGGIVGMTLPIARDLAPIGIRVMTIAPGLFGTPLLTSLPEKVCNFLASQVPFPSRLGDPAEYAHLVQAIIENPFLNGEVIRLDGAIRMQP
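Activity measured as NADH fluorescence gain (360/450 nm), taken as the change between first and last reads of a 4-min kinetic run. Conditions: pH 9.0 Tris buffer, 20 nM E. coli-expressed His-tagged enzyme, 1 mM NAD+, 90 uM beta-hydroxybutyryl-CoA; 15-min compound preincubation.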
Pol III holo inh – blocks replication by bacterial DNA polymerase III holoenzyme; reconstituted DNA polymerase III holoenzyme replication, biochemical; Potency, µM (top dose mostly 57.1 µM), inactives show at the top dose activity change, negative = inhibition; 0.25% of 71,000 active; also: potency is read from the fitted curve at half-maximal effect; % is scaled to controls: 0 for no effect and ±100 for the full control effect
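Reconstituted *E. coli* holoenzyme (0.35 nM Pol III, 1 nM beta, 154 nM SSB, 2 nM primase) was preincubated with compound for 15 min at RT. Synthesis on 1.4 nM ssM13Gori ran 35 min, then was stopped with PicoGreen/EDTA and read as dsDNA fluorescence.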
BRCT inh red – inhibitors of human BRCA1 BRCT-phosphoprotein interaction (red fluorophore) | P38398 | BRCT-phosphopeptide binding, red fluorescence polarization | Potency, µM (series often up to 76.9 µM), without a hit: at the top dose activity change, negative = inhibition, usual class: inhibitors | 0.03% of 75,000 active | AID 892; also: % is scaled to controls: 0 for no effect and ±100 for the full control effect
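Fluorescence polarization: 100 nM His-tagged BRCA1 BRCT with 100 nM TAMRA-labelled phospho-BACH1 decapeptide, phosphate buffer pH 7.3 with 150 mM NaCl, DTT, 0.01% Tween 20; 12 min RT. Binding inhibition seen as FP decrease.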
Ub-GFP proteasome – ubiquitin-GFP accumulation via proteasome inhibition. Potency, µM (highest dose often 45.9 µM), inactives show at the highest dose activation (GFP accumulation), hits mostly activators. 67,000 tested, under 10 active. Ubiquitin-GFP reporter cells, proteasome inhibition, GFP fluorescence; response scale: untreated = 0%, 10 µM MG-132 = 100%; active = well fitted activation curve with a large enough effect, not every such curve was filed as active; inconclusive = small, poorly fitted or top-dose-only effect, or another doubt; inactive = no such curve, though single readings can be large or run the other way; also: potency is read from the fitted curve at half-maximal effect
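U2OS cells stably expressing ubiquitin(G76V)-GFP, seeded overnight in 0.5% FBS medium, were exposed to compounds (qHTS, 46 uM to 2.9 nM) for 4 hr at 37 °C. GFP-positive cells were counted by laser cytometry (488 ex/515 em), normalized between basal and 10 uM MG-132.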
BRCT PPI green – inhibitors of human BRCA1 BRCT-phosphoprotein interaction (green fluorophore) | BRCA1 BRCT-phosphopeptide binding, green fluorescence polarization | Potency, µM (highest dose often 76.9 µM), without a hit: at the highest dose activity change, negative = inhibition, most hits filed as inhibitors | 0.05% of 75,000 active;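 also: potency is read from the fitted curve at half-maximal effect; plate controls were peptide without protein for full effect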
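Fluorescence polarization: His-tagged BRCT (~35 kDa BRCA1 C-terminus, 250 nM) bound to 100 nM fluorescein-labeled phosphorylated 10-aa BACH1 peptide, pH 7.3 phosphate buffer with DTT and Tween 20. Compounds incubated 12 min at room temperature; inhibition read as lowered polarization.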
GFP derepression – epigenetic GFP locus derepression in mouse cells | 0.09% of 68,000 active | mouse C127i GFP locus derepression, cytometry, 30 h | Potency, µM (highest dose often 46.1 µM), for inactives: at the highest dose GFP derepression (activation); also: % of control where 0% means no effect
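Read-out is the number of GFP-positive cells, scored as fluorescent objects 20 to 120 um wide, reflecting derepression of a silenced CMV-GFP reporter in murine C127i cells after 30 h compound exposure at 37 C.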
CRE-bla Fsk – CRE-bla signaling modulation under forskolin stimulation; CHO CRE-bla reporter (cAMP response element driving beta-lactamase), forskolin EC10, beta-lactamase ratio; Potency, µM (top dose mostly 38.2 µM), without a hit: at the top dose activity change, negative = inhibition, actives largely listed as activators; 2.5% of 71,000 active; active = well fitted activation curve with a large enough effect in the signal ratio, with a control signal flat, not every such curve was filed as active; inconclusive = small, poorly fitted or top-dose-only effect, or effect the other way, or a change in a side signal; the % refers to the signal ratio; also: potency is read from the fitted curve at half-maximal effect; % of control where 0% means no effect
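The 460nm/530nm emission ratio after CCF4 loading defined %Activity, from which AC50 values were obtained. CRE-bla CHO cells received compound dilution series together with an EC10 level of NKH 477 for 3 hours at 37 degrees Celsius.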
15-hLO inh – blocks human 15-lipoxygenase activity; purified 15hLO-1, xylenol orange hydroperoxide absorbance; Potency, µM (doses to about 57.1 µM), for inactives: at the highest dose activity change, negative = inhibition, actives largely listed as inhibitors; 1.4% of 74,000 active; also: potency is read from the fitted curve at half-maximal effect; % is scaled to controls: 0 for no effect and ±100 for the full control effect; nearly all actives have a fitted effect of over 55% in size
Target sequence (P16050 whole entry, looked up): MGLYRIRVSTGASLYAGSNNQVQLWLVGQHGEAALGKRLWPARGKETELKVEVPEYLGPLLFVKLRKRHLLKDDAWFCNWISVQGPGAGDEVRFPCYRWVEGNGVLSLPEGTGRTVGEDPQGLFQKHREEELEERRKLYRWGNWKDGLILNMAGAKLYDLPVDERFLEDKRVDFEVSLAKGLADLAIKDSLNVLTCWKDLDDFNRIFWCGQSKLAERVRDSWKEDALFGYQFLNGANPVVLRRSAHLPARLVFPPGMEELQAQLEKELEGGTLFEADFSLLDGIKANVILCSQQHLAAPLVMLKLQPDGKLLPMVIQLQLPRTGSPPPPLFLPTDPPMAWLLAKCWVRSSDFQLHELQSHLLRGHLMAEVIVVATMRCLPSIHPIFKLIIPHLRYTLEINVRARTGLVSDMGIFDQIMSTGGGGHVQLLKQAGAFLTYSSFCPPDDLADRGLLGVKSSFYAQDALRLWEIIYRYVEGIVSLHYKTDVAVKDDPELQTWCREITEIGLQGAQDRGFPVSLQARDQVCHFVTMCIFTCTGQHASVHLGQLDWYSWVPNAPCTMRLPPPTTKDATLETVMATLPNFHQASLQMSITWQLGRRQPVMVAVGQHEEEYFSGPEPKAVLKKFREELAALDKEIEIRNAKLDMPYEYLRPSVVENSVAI
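Hydroperoxide formed from arachidonic acid (50 uM) by purified human 15hLO-1 (40 nM) oxidizes ferrous iron, and the ferric-xylenol orange complex is read at 573 versus 405 nm. Compounds were preincubated 15 min; reaction ran 6 min at room temperature.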
USP2a inh – blocks human ubiquitin-specific protease USP2a; AID 927; O75604; 0.1% of 60,000 active; USP2a enzymatic assay, qHTS inhibition; Potency, µM (highest dose often 38.3 µM), without a hit: at the top dose activity change, negative = inhibition, hits mostly inhibitors;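 also: potency is read from the fitted curve at half-maximal effect; nearly all actives have a fitted effect of over 60% in size; plate controls were DMSO for no effect and NEM full inhibition control for full effect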
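USP2 core (20 nM final) was preincubated with compound for 30 min at RT in 20 mM Tris-HCl pH 8.0, 2 mM CaCl2, 2 mM beta-mercaptoethanol; Ub-PLA2 (20 nM) plus NBD C6-HPC (20 uM) then added, fluorescence read after 2.5 h.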
Hsp90 Hop PPI – changes Hsp90-Hop TPR2A binding signal, up or down; AlphaScreen TPR2A-His6 binding biotin-Hsp90 C-terminal peptide; Potency, µM (highest dose often 57 µM), for inactives: top-dose activity change, negative = inhibition; 0.44% of 71,000 active; active = well fitted curve in either direction with a large enough effect; inconclusive = small, poorly fitted or top-dose-only effect, or another doubt; also: potency is read from the fitted curve at half-maximal effect; % is scaled to controls: 0 for no effect and ±100 for the full control effect; many of its hits are not listed in these tables
HBB splicing – hemoglobin beta splicing modulation; HBB splicing reporter cell assay, activation; EGFP reporter with mutant IVS2-654 intron; response scale: normalised to 500 nM splice-correcting PNA; Potency, µM (series often up to 46.1 µM), for the others: top-dose activation, most hits filed as activators; 0.06% of 65,000 active; AID 925; also: potency is read from the fitted curve at half-maximal effect; 0% is about no effect
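Compounds were applied for 2 days to HeLa EGFP-654 cells, 500/well in Optimem with 2% FCS. The reporter's EGFP is disrupted by mis-splicing of beta-globin intron IVS2-654. Readout: summed well GFP fluorescence from 488 nm laser scanning; reference was 500 nM antisense […] 654 PNA.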
The depositor's hits bear a star; [ ] = dose if it differs, or a comment. Unless noted, calls follow the shape of the dose curve; as a rule, active = well fitted curve in the direction sought with a large enough effect; inconclusive = small, poorly fitted or top-dose-only effect, or another doubt; inactive = no such curve, though single readings can be large; an effect the other way counts as inactive or inconclusive. The list is partial, so the mix of outcomes need not match the whole.

Screening Cc1ccc(N2CC(C(=O)NC3=NCCS3)CC2=O)cc1C (configuration not stated) returned HADH2 inhib 3%, Pol III holo inh -3%, BRCT inh red -0.1%, Ub-GFP proteasome -6%, BRCT PPI green 0.4%, GFP derepression 3%, CRE-bla Fsk 0%, 15-hLO inh -6%, USP2a inh 9%, Hsp90 Hop PPI inconclusive and HBB splicing 7.0%.
CCCCCCOc1ccc(OCC(O)CN2C(=O)NC(C)(C)C2=O)cc1 (configuration not stated) was read as HADH2 inhib -6%, Pol III holo inh -2%, BRCT inh red 0.3%, Ub-GFP proteasome 2%, BRCT PPI green -1.3%, GFP derepression -1%, CRE-bla Fsk 3%, 15-hLO inh 10%, Hsp90 Hop PPI -1% and HBB splicing -0.2%[57.5 µM].
Cc1occc1-c1nnc(SCC(=O)NCc2cccs2)n1-c1ccc(F)cc1 was read as HADH2 inhib 6%, Pol III holo inh -2%, BRCT inh red -1.2%, Ub-GFP proteasome 4%, BRCT PPI green -1.3%, GFP derepression 3%, CRE-bla Fsk inconclusive, 15-hLO inh 1%, USP2a inh -4%, Hsp90 Hop PPI -8% and HBB splicing -1.9%.
Screening COC(=O)c1cc(C)sc1NC(=O)c1cccnc1 returned HADH2 inhib -4%, Pol III holo inh -6%, BRCT inh red 0.2%, Ub-GFP proteasome -6%, BRCT PPI green -0.9%, GFP derepression 0%, CRE-bla Fsk 22%, 15-hLO inh -7%, USP2a inh 6%, Hsp90 Hop PPI -2% and HBB splicing -0.9%.
Screening COc1ccc(OC)c(CNC(=O)Cc2c(C(=O)O)[nH]c3ccccc23)c1 returned HADH2 inhib -3%, Pol III holo inh 8%, BRCT inh red 1.5%, Ub-GFP proteasome -7%, BRCT PPI green -0.9%, GFP derepression 0%, CRE-bla Fsk -3%, 15-hLO inh 1%, USP2a inh -4%, Hsp90 Hop PPI -1% and HBB splicing -2.3%.
Cc1cc(C)n(-c2nc3ccccc3nc2N2CCN(C(=O)c3ccccc3)CC2)n1 was read as HADH2 inhib -4%, Pol III holo inh -7%, BRCT inh red 0.1%, Ub-GFP proteasome 0%, BRCT PPI green -0.8%, GFP derepression 0%, CRE-bla Fsk 9%, 15-hLO inh 0%, USP2a inh 15%, Hsp90 Hop PPI 1% and HBB splicing -0.3%.
`O=C(COCCOCC(=O)N(c1ccccn1)C1CCCCC1)N(c1ccccn1)C1CCCCC1` gave HADH2 inhib 0%, Pol III holo inh -2%, BRCT inh red 1.3%, Ub-GFP proteasome -1%, BRCT PPI green -0.8%, GFP derepression 2%, CRE-bla Fsk -10%, 15-hLO inh 4%, USP2a inh 8%, Hsp90 Hop PPI 0% and HBB splicing -0.1%.
`O=C(NCCN1CCOCC1)C1CCC(=O)N1C1CCCCC1` (configuration not stated) gave HADH2 inhib 2%, Pol III holo inh -2%, BRCT inh red -0.2%, Ub-GFP proteasome 0%, BRCT PPI green -0.9%, GFP derepression -1%, CRE-bla Fsk -5%, 15-hLO inh 6%, USP2a inh -6%, Hsp90 Hop PPI -7% and HBB splicing -0.2%.
`O=C(O)c1cc(-c2ccncc2)nc2ccccc12` gave HADH2 inhib 11%[11.4 µM], Pol III holo inh -6%[11.4 µM], BRCT inh red 1.0%[15.4 µM], Ub-GFP proteasome -1%[9.17 µM], BRCT PPI green -1.7%[15.4 µM], GFP derepression 2%[9.22 µM], CRE-bla Fsk -3%[7.6 µM], 15-hLO inh 11%[11.4 µM], Hsp90 Hop PPI 1%[11 µM] and HBB splicing 2.5%[9.22 µM].
Screening CC(NC(=O)c1ccccc1NC(=O)c1ccco1)c1ccccc1 (configuration not stated) returned HADH2 inhib 6%, Pol III holo inh 1%, BRCT inh red -0.5%, Ub-GFP proteasome -3%, BRCT PPI green -1.1%, GFP derepression 0%, CRE-bla Fsk 13%, 15-hLO inh 4%, USP2a inh -1%, Hsp90 Hop PPI -2% and HBB splicing 0.2%.
Screening O=C(Nc1ccc(OC(=O)c2ccncc2)cc1)c1ccncc1 returned HADH2 inhib 3%, Pol III holo inh -2%, BRCT inh red 1.4%, Ub-GFP proteasome -6%, BRCT PPI green -0.7%, GFP derepression 0%, CRE-bla Fsk inconclusive, 15-hLO inh -17%, USP2a inh -3%, Hsp90 Hop PPI -7% and HBB splicing -0.8%.
`CCOc1ccc(C(N)=O)cc1OC` gave HADH2 inhib 15%, Pol III holo inh 4%, BRCT inh red 0.0%, Ub-GFP proteasome 0%, BRCT PPI green -2.7%, GFP derepression -4%, CRE-bla Fsk inconclusive, 15-hLO inh -20%, USP2a inh -3%, Hsp90 Hop PPI -1% and HBB splicing -6.9%.
`c1nnc(NC2=NCCCCC2)s1` gave HADH2 inhib 9%, Pol III holo inh -2%, BRCT inh red -0.2%, Ub-GFP proteasome -4%, BRCT PPI green -1.0%, GFP derepression 1%, CRE-bla Fsk -8%, 15-hLO inh 12%, USP2a inh -2%, Hsp90 Hop PPI -4% and HBB splicing -2.4%.
Cc1ccc(C)c(SCC(=O)OCC(=O)c2ccco2)c1 was read as HADH2 inhib -17%, Pol III holo inh -9%, BRCT inh red -2.0%, Ub-GFP proteasome -6%, BRCT PPI green 2.7%, GFP derepression -1%, CRE-bla Fsk -9%, 15-hLO inh -11%, USP2a inh 7%, Hsp90 Hop PPI 8% and HBB splicing -0.1%[57.5 µM].
`CCC(=O)[C@@H](c1ccccc1)c1ccccn1` gave HADH2 inhib -1%[11.4 µM], Pol III holo inh -2%[11.4 µM], BRCT inh red 1.9%[15.4 µM], Ub-GFP proteasome 6%[9.17 µM], BRCT PPI green -1.5%[15.4 µM], GFP derepression 0%[9.22 µM], CRE-bla Fsk -4%[7.6 µM], 15-hLO inh 0%[11.4 µM], Hsp90 Hop PPI 0%[11 µM] and HBB splicing 1.4%[9.22 µM].
For COc1ccc(Nc2nccc3c2nnn3C)cc1 the results were HADH2 inhib -10%, Pol III holo inh -11%, BRCT inh red 0.8%, BRCT PPI green -1.4%, GFP derepression 2%, CRE-bla Fsk 20%, 15-hLO inh 3%, USP2a inh 4%, Hsp90 Hop PPI -1% and HBB splicing 1.4%[0.369 µM].
For COc1cccc(C2C(C(=O)c3ccc(C)o3)=C(O)C(=O)N2CCCN(C)C)c1 (configuration not stated) the results were HADH2 inhib 3%, Pol III holo inh -2%, BRCT inh red -1.4%, Ub-GFP proteasome -13%, BRCT PPI green -0.4%, GFP derepression 10%, CRE-bla Fsk -1%, 15-hLO inh 1%, USP2a inh -4%, Hsp90 Hop PPI -1% and HBB splicing -1.1%.
`CCn1c(SCC(=O)Nc2cc(C)on2)nc2c(c1=O)SC(C)C2` (configuration not stated) gave HADH2 inhib inconclusive, Pol III holo inh -4%, BRCT inh red -2.6%, Ub-GFP proteasome 9%, BRCT PPI green -0.9%, GFP derepression 1%, CRE-bla Fsk 23%, 15-hLO inh -4%, USP2a inh 7%, Hsp90 Hop PPI inconclusive and HBB splicing -1.3%.
Screening COCCn1c(=O)c(-c2cccs2)nc2cnc(N(C)C)nc21 returned HADH2 inhib 3%, Pol III holo inh -16%, BRCT inh red -2.5%, Ub-GFP proteasome 0%, BRCT PPI green 2.1%, GFP derepression 0%[9.22 µM], CRE-bla Fsk inconclusive, 15-hLO inh 0%, USP2a inh 133%[activator], Hsp90 Hop PPI 8% and HBB splicing 1.0%.
`O=C(O)/C=C\C(=O)Nc1ccc2c(c1)-c1ccccc1C2` gave HADH2 inhib -3%[11.4 µM], Pol III holo inh -9%[11.4 µM], BRCT inh red 0.9%[15.4 µM], Ub-GFP proteasome -6%[9.17 µM], BRCT PPI green 0.1%[15.4 µM], GFP derepression 0%[9.22 µM], CRE-bla Fsk 15%[7.6 µM], 15-hLO inh 0%[11.4 µM], Hsp90 Hop PPI 0%[11 µM] and HBB splicing 1.9%[9.22 µM].
